Source: PubChem BioAssay (National Center for Advancing Translational Sciences (NCATS))
A549 tox: Nrf2 qHTS screen for inhibitors: counterscreen for cytotoxicity. A549 ARE-Fluc cells, CellTiter-Fluor viability, 18-24 h. Potency, µM (doses to about 46 µM), inactives show at the highest dose activity change, negative = cytotoxicity, most hits filed as inhibitors. 0.16% of 390,000 active. AID 504648, 2011; note: potency is the fitted concentration of half-maximal effect; % is set by controls: 0 for no effect and ±100 for the full control effect
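A549 ARE-Fluc cells in 5% FBS OPTI-MEM, 5000 cells/well, rested 2 h then exposed to compounds in concentration-response for 18-24 h at 37 °C. Viability by CellTiter-Fluor fluorescence (Ex 405/Em 525) after 30 min; luciferase luminescence (BugLite, 15 min, RT) read afterwards.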
ATXN2 expr inh: Primary qHTS for Inhibitors of ATXN expression. Potency, µM (series often up to 57 µM), without a hit: top-dose activity change, negative = inhibition, actives largely listed as inhibitors. 0.72% of 360,000 active. HEK-293 ATXN2-luciferase reporter, luminescence, 24 h; note: potency is the fitted concentration of half-maximal effect; % is set by controls: 0 for no effect and ±100 for the full control effect; nearly all actives have a fitted effect of over 55% in size
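ATXN2-luciferase reporter cells (luciferase flanked by upstream and downstream ATXN2 gene portions) were treated 24 h at 37 °C with compounds at up to 57 uM. SteadyGlo luminescence gave expression; GF-AFC fluorescence gave viability.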
Nrf2 ARE act: qHTS of Nrf2 Activators | AID 624171, 2012 | Potency, µM (highest dose often 46.1 µM), for the others: at the top dose activation, most hits filed as activators | 0.31% of 410,000 active | AREc32 ARE-luciferase reporter (MCF7-derived line), luminescence, 24 h; note: potency is the fitted concentration of half-maximal effect; % of control where 0% means no effect; nearly all actives have a fitted effect of over 65% in size
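Luminescent ARE reporter assay in AREc32_Fluc cells: overnight plating at 37 deg C, 24 hr compound incubation, Steady-Glo added, 30 min RT before reading.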
HepG2 viability: qHTS for Inhibitors of TGF-b: Cytotox Counterscreen. HepG2 CAGA-GFP viability, ATP luminescence, 18 h. Potency, µM (doses to about 46.1 µM), inactives show at the highest dose activity change, negative = cytotoxicity, hits mostly cytotoxic. 0.76% of 410,000 active. AID 588856, 2011; note: potency is the fitted concentration of half-maximal effect; some results filed as inactive show a strong effect at the top dose
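HepG2 CAGA-GFP cells (1000/well, DMEM with 1% FBS) received compound, then TGF-beta at 500 pg/mL final, and were incubated 18 hours at 37 degrees C. Viability was read by CellTiter-Glo luminescence. Media-only wells were set as complete cell-killing and DMSO as no toxicity.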
Nrf2 inh: Nrf2 qHTS screen for inhibitors. A549 ARE-Fluc reporter, luciferase luminescence, 18-24 h. Potency, µM (doses to about 46 µM), for the others: at the top dose activity change, negative = inhibition, hits mostly inhibitors. 2.1% of 360,000 active. AID 504444, 2011; note: potency is the fitted concentration of half-maximal effect; % is set by controls: 0 for no effect and ±100 for the full control effect; nearly all actives have a fitted effect of over 60% in size
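Two sequential reads on A549 ARE_Fluc cells exposed to compound for 18-24 h: a CellTiter-Fluor fluorescence read for viability, then a luciferase luminescence read for Nrf2/ARE activity.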
S2 tox: Viability Counterscreen for Primary qHTS for Inhibitors of ATXN expression; S2 cells (HEK-293 line with an ATXN2-luciferase reporter) viability, CellTiter-Fluor protease fluorescence, 24 h; 0.49% of 400,000 active; Potency, µM (series often up to 56.7 µM), hits mostly cytotoxic; note: potency is the fitted concentration of half-maximal effect; nearly all actives have a fitted effect of over 40% in size
MCF10A rereplic: A quantitative high throughput screen for small molecules that induce DNA re-replication in MCF 10a normal breast cells; MCF 10A DNA re-replication, Hoechst nuclear intensity, 48 h; Potency, µM (doses to about 46.1 µM), for inactives: at the top dose activity, positive = re-replication, usual class: activators; 2.9% of 350,000 active; AID 624296, 2012; note: potency is the fitted concentration of half-maximal effect; % of control where 0% means no effect; nearly all actives have a fitted effect of over 50% in size
IL-1B inflam inh: qHTS for Inhibitors of Inflammasome Signaling: IL-1-beta AlphaLISA Primary Screen | THP-1 LPS/ATP IL-1B secretion, AlphaLISA, 16 h; active compounds read low | activity change, % at 57.5 µM | 4.7% of 360,000 active | AID 743279, 2014; in the data active = activity change below about -50%; inconclusive = mostly about -30% to -49%; note: % is set by controls: 0 for no effect and ±100 for the full control effect
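Secreted IL-1B measured by AlphaLISA bead assay after 16 h compound exposure of THP-1 cells; compounds (final up to 57.5 uM) added 1 h before LPS (250 ng/mL) and ATP (1.25 mM) stimulation; lower signal means less secretion.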
TGFb inhibitor: qHTS for Inhibitors of TGF-b | HepG2 CAGA-GFP TGF-b/SMAD3 reporter, GFP fluorescence, 18 h; TGF-beta stimulated, 500 pg/mL final | Potency, µM (titrated, usually from 46.1 µM), for inactives: top-dose activity, negative = inhibition, actives largely listed as inhibitors | 1.2% of 410,000 active | AID 588855, 2011; note: potency is the fitted concentration of half-maximal effect; % is set by controls: 0 for no effect and ±100 for the full control effect; nearly all actives have a fitted effect of over 65% in size
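Using HEPG2 CAGA-GFP reporter cells at 1000 cells/well, we pinned test compounds, stimulated with recombinant TGF-beta (500 pg/mL final) and measured total well GFP after 18 h.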
Active calls of the source: *; i = inactive; ? = inconclusive; . = not tested or not shown; [ ] = remark or other dose. Unless noted, calls come from the whole dose curve; as a rule, active = well fitted curve in the direction sought with a large enough effect; inconclusive = small, poorly fitted or top-dose-only effect, or another doubt; inactive = no such curve, though single readings can be large; an effect the other way counts as inactive or inconclusive.

Molecule | A549 tox | ATXN2 expr inh | Nrf2 ARE act | HepG2 viability | Nrf2 inh | S2 tox | MCF10A rereplic | IL-1B inflam inh | TGFb inhibitor
COc1ccc(-c2cc(C(F)(F)F)nc(SCCC(=O)Nc3cc(C)ccc3O)n2)cc1 | -20.1% | 5.8% | -1.3% | 1.7% | ? | i | . | . | 3.6%
COCCn1c(-c2ccccc2)nc2oc3ccccc3c(=O)c2c1=O | -3.9% | -16.8% | 0.2% | 1.4% | -21.3% | i | 9.1% | 22.9 | -1.2%
O=C(N1CCN(Cc2ccc3c(c2)OCO3)CC1)C(Cl)(Cl)Cl | 2.3% | 5.2% | 0.5% | -0.2% | 5.9% | i | ? | -21.9 | 6.7%
O=C(Cn1ncc2c3ccccc3n(Cc3ccccc3F)c2c1=O)N1CCCCC1 | -1.6% | -2.0% | 0.0% | -4.7% | -4.0% | i | . | . | -16.7%
Cc1ccc(/C(N)=N/OC(=O)COc2cccc3ccccc23)cc1 | . | . | 0.1% | -38.8% | . | ? | . | 12.2 | -8.6%
COc1ccc(Cl)cc1NC(=O)C/C(C)=N/NC(=O)c1ccccc1Cl | -9.1% | -8.1% | 14.0% | -22.8% | -23.7% | i | ? | 4.5 | -16.1%
Cc1ccc2nc(N3CC(C)OC(C)C3)nc(-c3ccccc3)c2c1 (stereo unspecified) | 3.9% | . | 3.0% | -25.6% | ? | . | ? | 15.5 | -10.0%
O=C(Nc1nc2cc3c(cc2s1)OCCO3)c1ccc([N+](=O)[O-])o1 | -3.6% | 16.5% | 7.08µM* | -16.3% | 18.9% | i | 5.17µM* | -86.2* | ?
Cc1ccc(OCC(=O)N2CCc3ccccc3C2)c(Br)c1 | -1.0% | . | 3.9% | -11.0% | -8.0% | i | ? | ? | -19.5%
Cc1cc(C)n2nc(SCC(=O)N3CCN(c4ccc(F)cc4)CC3)nc2n1 | 7.1% | -9.4% | 0.4% | 0.8% | -9.7% | i | 7.5% | -2.2 | -19.4%
O=C(COC(=O)C(Cc1ccccc1)NC(=O)c1ccco1)NC1CC1 (stereo unspecified) | . | 9.6% | -0.3% | -18.9% | 1.1% | i | 2.3% | 17.3 | -17.5%
CCOc1ccccc1NC(=O)c1cnccn1 | 2.8% | -33.6% | -0.5% | -71.8% | -12.5% | ? | 6.7% | -59.2* | 2.4%
CCc1cccc(NS(=O)(=O)c2ccc3c(c2)NC(=O)CO3)c1 | 1.3% | -13.0% | 0.1% | -6.6% | ? | i | 6.5% | 22.8 | 2.7%
CCOc1cnc(-c2ccccc2F)o1 | 0.6% | 8.8% | -0.1% | 6.4% | -6.6% | i | -2.4%[9.22 µM] | -0.3 | 0.0%
CCOC(=O)c1oc2ccc(Br)cc2c1COC(=O)C1=COCCO1 | 4.2% | 81.8%[activator] | 0.5% | -2.1% | 16.3% | i | 7.5% | 9.5 | 7.9%
O=C(Cc1nn[nH]n1)NCc1ccccc1Cl | -1.6% | 6.5% | -0.9% | -4.5% | 24.5% | i | -0.7% | 13.4 | -19.7%
O=C(Nc1cccc(Cl)c1)Nc1ccc2c(c1)C(=O)OC2 | -6.4% | 7.0% | -0.4% | 17.8% | -20.2% | i | -11.6% | -9.2 | 0.0%
Cc1ccccc1Cn1c(C)c(CNCCCc2ccccc2)c(C(=O)O)c1C | -0.4% | 10.8% | 0.3% | -11.0% | -1.8% | i | . | . | -0.7%
COCC(=O)Nc1ccc(S(=O)(=O)NCC2CCCO2)cc1 (stereo unspecified) | 1.1% | 1.4% | -0.7% | 4.1% | ? | i | 3.9% | 21.6 | -8.2%
COc1ccc(NC(=O)CC2C(=O)N(c3cccc(OC)c3)C(=O)N2Cc2ccco2)cc1 (stereo unspecified) | -12.7% | -25.2% | -0.9% | -6.8% | -3.8% | ? | -1.0% | 7.1 | 3.9%
O=C(NCc1ccncc1)c1ccc(Cl)c(S(=O)(=O)N2CCOCC2)c1 | -6.6% | 2.3% | 0.3% | -18.7% | ? | i | 2.3% | 19.9 | 7.6%
COc1ccc(NC(=O)c2cc3c(=O)n(Cc4cccnc4)ccc3nc2C)cc1Cl | -2.5% | -3.9% | 5.1% | 11.1% | 8.3% | i | . | . | -2.9%
COc1ccc(C(=O)NC(CC(=O)O)c2cc([N+](=O)[O-])ccc2Cl)cc1 (stereo unspecified) | -1.8% | 1.1% | -0.4% | -1.7% | 6.9% | i | 8.1% | 30.5 | -2.1%
O=C(COC(=O)CC(NC(=O)c1ccccc1Cl)c1ccccc1)Nc1cccc(F)c1 (stereo unspecified) | 0.8% | -4.3% | 0.5% | -2.2% | 7.7% | i | 9.6% | 11.7 | 1.8%
O=C(CCNC(=O)N1CC(=O)Nc2ccccc21)NCc1ccc(Cl)cc1 | . | . | 0.3% | -3.0% | . | i | . | 23.2 | -1.4%

Going on with the list.
Molecule | A549 tox | ATXN2 expr inh | Nrf2 ARE act | HepG2 viability | Nrf2 inh | S2 tox | MCF10A rereplic | IL-1B inflam inh | TGFb inhibitor
COc1cc(OC)c(/C=N/NC(=O)c2ccc([N+](=O)[O-])cc2)cc1Br | 0.5% | 1.8% | 0.0% | 1.7% | ? | i | 6.2% | -5.9 | -3.2%
Cc1c(C(=O)O)cccc1-c1ccc(/C=N/n2cnnc2)o1 | -3.2% | 19.5% | -0.6% | -3.2% | 10.4% | i | 4.6% | 3.7 | 0.0%
CCOc1ccccc1NC(=O)C(CC)Sc1nc2ccsc2c(=O)n1CCC(=O)O (stereo unspecified) | 7.8% | . | 0.3% | -6.3% | -0.1% | i | 10.4% | 41.6 | 2.3%
CNC(=O)Cn1nc(-c2ccc(C)c(S(=O)(=O)N(C)C)c2)c2ccccc2c1=O | -3.1% | 6.3% | 0.5% | 4.3% | 3.8% | i | 0.0% | 54.8 | 9.9%
COc1ccc2cc(C(N)=O)/c(=N/NC(=O)c3ccco3)oc2c1 | -6.2% | 6.4% | 3.0% | -4.2% | 2.7% | i | -7.7% | -29.6 | 0.2%
Cc1ccc(CNC(=O)C(C(=O)NCc2ccc(C)o2)c2ncc(C(F)(F)F)cc2Cl)o1 | -0.6% | -7.1% | -0.2% | -18.9% | 7.0% | i | 0.4% | 7.0 | -12.6%
COC(=O)N/N=C(\C)c1ccccc1Br | -6.8% | -1.2% | -0.5% | -3.3% | -20.3% | i | -1.9% | 7.8 | -6.0%
COc1ccc(N2CC(C(=O)Nc3ccc(S(=O)(=O)N4CCOCC4)cc3)CC2=O)cc1 (stereo unspecified) | 0.7% | -10.6% | -0.2% | -11.0% | ? | ? | 3.6% | -13.2 | 2.3%
CC1NC(=O)NC1CCCCC(=O)O (stereo unspecified) | -3.9% | 10.9% | 0.4% | 19.4% | 12.0% | i | 9.2% | 7.4 | -4.5%
Cc1noc(C)c1C(=O)OC(C)C(=O)NC(C)c1ccc(Cl)cc1Cl (stereo unspecified) | 0.5% | . | -0.9% | -54.7% | 4.5% | i | -0.6% | 20.1 | -10.6%
O=C(c1ccc(C(F)(F)F)cc1)C1CCCN(Cc2cccn2-c2ncccn2)C1 (stereo unspecified) | 0.3% | ? | 2.0% | -22.7% | 6.2% | i | 5.6% | -72.9* | -16.6%
O=C(CCCOc1ccc(Cl)cc1Cl)N/N=C/c1ccc(Cl)cc1 | ? | ? | 2.5% | -55.0% | 3.0% | i | ? | ? | ?
CCCS(=O)(=O)c1nc(S(=O)(=O)c2ccc(C)cc2)c(N2CCC3(CC2)OCCO3)s1 | 0.8% | 0.5% | 24.6% | -8.7% | 0.4% | i | 1.3% | -12.0 | -23.3%
CCOc1[nH]n(-c2ccccc2)c(=O)c1C=NCC(=O)OC | -1.0% | . | 0.4% | -6.9% | ? | i | 1.1% | -7.1 | 4.1%
CC1CCC(C(=O)NC(C(=O)N2CCN(c3ccccn3)CC2)C(C)C)CC1 (stereo unspecified) | 8.2% | 1.6% | -0.6% | -0.3% | -4.6% | ? | 7.2% | 50.0 | -0.9%
CCN(CC)c1nn2c(=O)c(C(=O)NCCc3ccccc3C)cnc2s1 | -5.0% | . | 2.7% | -22.2% | ? | . | . | . | 0.0%
O=C(COC(=O)COc1ccc2ccccc2c1)NC1CCCc2ccccc21 (stereo unspecified) | 3.1% | -18.0% | -0.7% | -16.2% | 2.6% | i | -0.6% | 16.8 | -23.9%
Clc1cccc(CSc2nccn2-c2ccccc2)c1 | 1.9% | 5.2% | -0.6% | -2.8% | 5.8% | i | ? | -4.2 | ?
CC1CN(c2ncnc3c2cnn3-c2ccc(Cl)cc2)CC(C)O1 (stereo unspecified) | 0.1% | 107.8%[activator] | -0.7% | 12.2% | ? | i | 1.6% | -22.2 | ?
COc1c(Cl)cc(C(=O)N(Cc2ccc(C)o2)C2CCS(=O)(=O)C2)cc1Cl (stereo unspecified) | -4.1% | 6.5% | 2.3% | -21.3% | 16.9% | i | . | . | -21.3%
COc1ccccc1CNCCS(=O)(=O)NCc1ccccc1 | 0.2% | 4.7% | -0.6% | -11.1% | 8.5% | i | -5.8% | -1.1 | 0.9%
Cc1ccc(Nc2nc(CSc3nnnn3-c3ccccc3)cs2)cc1 | 0.4% | -4.4% | 4.5% | -1.1% | ? | i | 7.9% | 22.7 | ?

By substructure: the compounds so far containing an NH in an aromatic ring.
Molecule | A549 tox | ATXN2 expr inh | Nrf2 ARE act | HepG2 viability | Nrf2 inh | S2 tox | MCF10A rereplic | IL-1B inflam inh | TGFb inhibitor
O=C(Cc1nn[nH]n1)NCc1ccccc1Cl | -1.6% | 6.5% | -0.9% | -4.5% | 24.5% | i | -0.7% | 13.4 | -19.7%
CCOc1[nH]n(-c2ccccc2)c(=O)c1C=NCC(=O)OC | -1.0% | . | 0.4% | -6.9% | ? | i | 1.1% | -7.1 | 4.1%
